ARNT-TACC3 inh: disruptors of ARNT/TACC3 protein interaction, primary screen, biochemical, AlphaScreen, single concentration; AID 623870, 2012; AlphaScreen His-ARNT PAS-B/GST-TACC3 binding, luminescence; TACC3 fragment carries E629A point mutation; 390,000 compounds, 0.66% hits; inhibition, % at 9.99 µM;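 active means mean inhibition of replicates at least 50% and at least half of replicates each reaching 50%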;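 further: 0% = complete ARNT plus TACC3 wells and 100% = ARNT alone without TACC3; many hits fall short of the cut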
LGR2 antag: inhibitors of bursicon-induced LGR2 CRE-luciferase signal, primary screen, cell-based, HEK293, CRE-luciferase reporter, bursicon stimulation. Drosophila bursicon receptor LGR2 (rickets). bursicon-stimulated, 4 h. inhibition, % at 9.99 µM. 380,000 compounds, 0.35% hits. AID 720647, 2013;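 active means drop in luminescence signal, shown as inhibition above about 50% in the replicate tests, limit read from the data, passing the limit was not always enough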;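 further: agonist challenge used bursicon conditioned medium at about half maximal strength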
INS-1E GSIS act: GLuc luminescence reporter in INS-1E cells, primary screen for activators of glucose-dependent secretion of insulin | INS-1E GLuc reporter insulin secretion, 2-3 h | activation, % at 16.6 µM | 370,000 compounds, 0.61% hits | AID 743287, 2014;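 active means lowest replicate activation of at least 40%, so every replicate reaches that level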;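 further: 0% = median of neutral control wells and 100% = median of IBMX positive control wells; some compounds called inactive have numbers as strong as hits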
PGC1a acetyl inh: inhibitors of PGC1a acetylation signal, primary screen, cell-based, U2OS, AlphaScreen, inhibitor mode; AlphaScreen anti-acetyl-lysine; with virally co-expressed GCN5 acetyltransferase; inhibition, % at 15.6 µM; 350,000 compounds, 0.17% hits; AID 651687, 2012;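 active means every replicate shows inhibition of at least 40%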;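 further: 0% = neutral control wells and 100% = positive control wells; some results beyond the cut were filed as inactive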
PAX8 reporter: inhibitors of PAX8-driven TPO luciferase reporter, primary screen, RMG-I cells, single concentration. SteadyGlo, 24 h. inhibition, % at 12.6 µM. 360,000 compounds, 1.2% hits. AID 652154, 2013;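 active means mean replicate inhibition at least 60% with every replicate also reaching 60%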;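 further: luciferase light reporting Pax8 driven TPO promoter activity; plate controls were median of neutral control wells for no effect and mitoxantrone controls for full effect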
PglD inh: C. jejuni PglD acetyltransferase inhibitors, primary screen, biochemical, DTNB colorimetric, single point; UDP-N-acetylbacillosamine N-acetyltransferase PglD (Campylobacter jejuni); purified PglD enzyme, DTNB colorimetric CoA detection; inhibition, % at 12.5 µM; 360,000 compounds, 0.098% hits; in the data active means inhibition above about 16%, passing the limit was not always enough; further: strong numbers were not always called active
Statin myotox sup: suppressors of statin myotoxicity in C2C12 myotubes, primary screen, cell-based, single point, plate reader. C2C12 myotubes + simvastatin, ATP luminescence, 48 h; scaled: DMSO 0, geranylgeraniol control 100. AID 602340, 2012. 330,000 compounds, 0.78% hits. rescue of ATP level, % at 7.49 µM;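 active means mean ATP rescue above about 67%, or every replicate alone reaching that limit, limit read from the data, passing the limit was not always enough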;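 further: myotubes were challenged with 10 µM simvastatin during compound exposure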
Cneo AK release: Cryptococcus neoformans cell lysis inducers, primary screen, AK release luminescence, single concentration; C. neoformans lysis, adenylate kinase release luminescence, 4 h; normalised: neutral wells 0, clomiphene wells 100; lysis activity, % at 15 µM; 360,000 compounds, 0.2% hits;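 active means mean lysis activity across replicates of at least 80%, whatever share of replicates individually reach that level; inactive means mean lysis activity below 80%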
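Assay system: Cryptococcus neoformans yeast cells / Dosing: single-point compound dose / Timing: 4 h at 37 °C static, read 1 h later / Measured by: luminescence of released adenylate kinase using an AK detection reagent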
* marks the source's active call; other numbers are inactive results; x = not tested or not shown; & = joins results of further samples.

SMILES	ARNT-TACC3 inh	LGR2 antag	INS-1E GSIS act	PGC1a acetyl inh	PAX8 reporter	PglD inh	Statin myotox sup	Cneo AK release
O=c1c2ccccc2ncn1C1CCCCC1	-4.7	x	6.6	-3.9	x	-1.9	-15.8	-1.1
COc1cccc(NC(=O)C(C)C)c1	-2.5	-6.6	-12.5	4.0	-5.4	0.7	2.2	0.0
O=C1NCCN1CCNS(=O)(=O)c1ccccc1[N+](=O)[O-]	0.5	-11.0	10.1	8.3	-1.5	7.6	-26.7	1.0
O=C1CCC(=O)N1OCCCOc1ccc2c(c1)CCC2	-2.7	x	x	-7.9	x	0.0	-0.9	0.1
CO[C@H]1CN(C)C(=O)c2ccc(NC(C)=O)cc2OC[C@@H](C)N(C(=O)Cc2cccnc2)C[C@H]1C	3.4	11.9	3.3	13.2	-0.2	-1.1	-3.9	0.6
O=C(NC1CCCCC1)c1cc(-n2cnnc2)ccc1Cl	-5.8	-2.3	18.1	x	-1.1	1.3	2.3	-0.1
O=C(C[C@H]1C[C@H]2c3cc(NC(=O)Cc4ccncc4)ccc3O[C@H]2[C@@H](CO)O1)NCc1ccc2c(c1)OCO2	-2.5	-12.3	-25.4	-15.2	11.7	-0.7	-1.7	12.3
CCN(CC)CCn1c2c(c(SCC(=O)Nc3ccc4c(c3)OCO4)nc1=O)CCC2	1.4	2.1	41.3	-3.4	-1.1	0.3	7.3	x
C=CCOc1c(OC)cc(/C=N/Nc2cccc(C(=O)O)c2)c(Br)c1Br	2.2	x	x	10.7	-85.2	0.7	x	-1.0
COc1ccc(NC(=S)NN2CCN(C)CC2)cc1OC	1.9	x	x	-11.7	53.4	-0.3	0.2	-1.0
COc1ccccc1CNC(=O)C[C@@H]1CC[C@H]2[C@@H](COC[C@@H](O)CN2Cc2ccc3c(c2)OCO3)O1	0.0	2.4	-4.0	-0.5	2.7	-2.0	24.6	1.6
CN(C)c1nc(N)nc(CSc2ccccn2)n1	-3.2	-7.9	27.1	0.7	x	5.1	2.5	6.6
CCCNC(=O)N1[C@H](CO)[C@H](c2ccc(C3=CCCC3)cc2)[C@@H]1CNC(=O)CC	0.7	-3.6	2.6	9.7	18.2	-1.7	-23.2	0.5
O=C(Nc1ccc(F)cc1)N[C@H]1CC[C@H](CCNS(=O)(=O)c2ccccc2F)O[C@@H]1CO	4.4	0.2	-3.6	6.3	x	-3.5	0.1	-0.8
Cc1c(Br)c([N+](=O)[O-])nn1CC(=O)Nc1ccc(C(C)C)cc1	1.3	13.6	5.6	3.6	4.1	1.1	2.2	4.3
CS(=O)(=O)Oc1ccc(/C=N/NC(=O)c2ccncc2)cc1	-5.3	-12.5	10.1	-3.1	11.7	-0.3	-0.7	-0.2
Cn1cnc(CCNC(=O)C[C@@H]2CC[C@@H]3[C@H](COC[C@@H](O)CN3C(=O)C3CCCC3)O2)c1	4.7	13.2	5.6	6.1	0.5	-0.1	-15.7	-1.3
O=C(C[C@H]1C[C@@H]2c3cc(NC(=O)C4CCOCC4)ccc3O[C@@H]2[C@@H](CO)O1)NCc1cccc(F)c1	x	6.4	-8.1	9.0	14.7	2.8	0.8	2.1
Cc1ccc(NS(=O)(=O)c2ccc(Cl)s2)cc1S(=O)(=O)N(C)C	-3.4	1.7	-43.6	x	-5.5	x	x	x
Cc1ccc(S(=O)(=O)N(C)C[C@H]2Oc3ncc(-c4ccccc4)cc3C(=O)N([C@@H](C)CO)C[C@@H]2C)cc1	4.6&4.6	0.3&-14.8	-23.5&-28.0	-16.5&4.7&-19.3	-6.0	2.1&-0.1&4.0	-4.3&-1.5&-55.4	-1.2&-1.1&-1.0
COc1ccc(-c2cc(C)no2)cc1S(=O)(=O)NCCc1ccco1	3.8	-6.4	13.7	0.0	4.7	-0.4	8.7	3.9
CCCCN(C)CCNC(=O)C(=O)c1c(C)[nH]c2ccccc12	-0.4	-11.3	8.8	3.3	13.5	x	x	x
COCC(=O)Nc1ccc2c(c1)[C@H]1C[C@@H](CC(=O)NCc3ccc(-c4ccccc4)cc3)O[C@H](CO)[C@H]1O2	-6.0	-4.5	-2.1	-8.6	11.4	2.0	-4.5	-0.5
CCCNC(=O)C[C@@H]1CC[C@@H]2[C@H](COC[C@@H](O)CN2C(=O)C2CCOCC2)O1	-2.6	-2.1	-0.2	5.2	-3.5	-1.0	-24.1	-1.3
Cn1c2ccccc2c2n[nH]c(=O)nc21	13.0	-13.8	6.2	0.6	9.1	x	x	x

New compounds follow
SMILES	ARNT-TACC3 inh	LGR2 antag	INS-1E GSIS act	PGC1a acetyl inh	PAX8 reporter	PglD inh	Statin myotox sup	Cneo AK release
COc1cccc(-c2ccc([C@H]3[C@H](CO)N4C(=O)CN(C(=O)C5CCCC5)C[C@@H]34)cc2)c1	x	22.6	-10.1	-19.1	-6.5	x	x	x
O=C(COc1cccc2c1CCNC2=O)Nc1ccc(Cl)cc1	-3.4	-10.5	-13.7	x	51.4	x	25.2	x
Cc1ccc(S(=O)(=O)NC(C(=O)O)c2ccccc2)cc1 (stereo not drawn)	-6.6	5.4	5.3	10.2	0.4	x	1.7	x
O=C(CCS(=O)(=O)Cc1ccccc1)Nc1nc2c(s1)CCCC2	-3.5	4.5	-8.9	6.7	x	-0.8	-4.3	1.5
CC(Oc1ccccc1)C(=O)Nc1nc(-c2ccncc2)cs1 (stereo not drawn)	x	-3.0	13.4	x	-5.5	-0.7	-14.5	2.0
CCSc1nc2c(c(=O)[nH]c(=O)n2C)n1CC(O)COc1ccccc1C (stereo not drawn)	-11.1	x	x	7.7	25.2	-0.6	-16.3	0.7
O=C(C[C@H]1C=C[C@@H](NC(=O)C2CCC2)[C@H](CO)O1)NC1CCCCC1	x	-9.7	2.0	-4.2	x	1.4	6.4	2.7
C[C@@H]1CN([C@@H](C)CO)C(=O)Cc2cc(NS(C)(=O)=O)ccc2O[C@H]1CN(C)S(=O)(=O)c1ccccc1	-7.4	-10.9	5.4	1.7	15.1	0.6	-20.5	5.3
CSc1ccc(S(=O)(=O)Nc2ccc3c4c(cccc24)CC3)cc1	-0.2	x	x	x	x	3.6	11.9	-0.1
CCN1C(=O)[C@H]2[C@@H](c3ccc(-c4ccc(C(C)=O)cc4)c(OC)c3)N[C@@](Cc3ccccc3)(C(=O)OC)[C@H]2C1=O	5.9	7.0	-11.3	-11.6	15.8	2.4	0.2	5.6
CC(=O)N1CCN(c2ccc(NC(=O)c3cccc([N+](=O)[O-])c3)cc2)CC1	x	-18.6	6.1	-17.2	-28.1	10.0	-1.8	1.6
CS(=O)(=O)c1nc(S(=O)(=O)c2ccc(Cl)cc2)c(NCCCN2CCCC2=O)s1	6.6	-2.2	25.6	-0.7	7.1	1.4	-8.0	-2.2
CCOC(=O)C1CCN(C(=O)CN(c2cccc(C(F)(F)F)c2)S(C)(=O)=O)CC1	0.4	x	x	-10.0	x	1.8	-1.9	0.7
CC(c1ccccc1)N1CC(C(=O)N2CCN(c3ccccc3)CC2)CC1=O (stereo not drawn)	28.6	-12.2	-2.4	-6.8	-3.7	1.6	23.7	-0.6
Cc1c(C#N)c2ncn(CC#N)c(=O)c2n1-c1ccccc1	-1.9	x	x	0.5	x	4.2	x	0.4
CNC(=S)N1CCN(c2ccc(OC)cc2)CC1	-2.5	11.0	-5.9	-1.2	x	1.0	-10.0	-0.2
Cc1ccc(S(=O)(=O)NNC(=O)C(O)(c2ccccc2)c2ccccc2)cc1	-8.2	15.3	-2.7	0.6	1.8	-3.9	2.7	0.4
CCN(CC)C(=O)C1CCCN(C(=O)c2cc(COc3ccc4ncccc4c3)on2)C1 (stereo not drawn)	-2.0	23.9	-22.6	-1.9	17.2	-2.8	2.0	-0.1
O=C(CNC(=O)c1cccs1)N/N=C/c1cccc(Cl)c1	-0.1	1.4	-1.5	x	-15.7	6.5	x	-1.9
C[C@H](O)C#Cc1cnc2c(c1)C(=O)N([C@@H](C)CO)C[C@@H](C)[C@H](CN(C)C(=O)Cc1ccccn1)O2	-1.5	6.6	13.1	10.2	x	0.2	-3.2	1.7
CCOC(=O)c1ccccc1NC(=O)c1c(O)c2ccccc2n(CC)c1=O	-5.1	4.2	-18.2	-0.2	x	1.6	0.4	0.5
CCOC(=O)C(=O)NN=C(c1ccccc1)c1ccccc1	-3.2	x	x	-8.1	-11.6	3.2	x	-3.0
Cc1ccc(S(=O)(=O)N(C)C)cc1NC(=O)c1ccccc1Br	3.0	9.8	-15.2	-5.3	2.5	x	x	x
C[C@@H]1CN([C@H](C)CO)C(=O)c2cc(C#CCN(C)C)cnc2O[C@@H]1CN(C)Cc1ccc(C(=O)O)cc1	-6.1	1.9	17.8	4.6	-3.5	2.8	7.4	-2.0
Cc1ccc(-n2c(SCC(=O)NC3CCS(=O)(=O)C3)nc3ccccc3c2=O)cc1C (stereo not drawn)	-1.3	-7.9	4.0	x	18.3	-3.6	5.6	5.3

The results go on.
SMILES	ARNT-TACC3 inh	LGR2 antag	INS-1E GSIS act	PGC1a acetyl inh	PAX8 reporter	PglD inh	Statin myotox sup	Cneo AK release
NC(=O)NC(=O)CN1C(=O)NC2(CCOc3ccccc32)C1=O (stereo not drawn)	-2.4	6.8	-4.2	5.9	-18.9	1.8	-6.3	-0.8
Cc1cc(C)n(-c2ccc(C(=O)N3CCN(S(=O)(=O)c4ccc(Cl)cc4)CC3)cc2)n1	-0.7	-1.8	-39.2	-11.5	6.2	-2.8	-16.0	-0.3
O=C(O)CCCN1C(=O)c2ccccc2Sc2ncccc21	-3.6	-24.8	3.0	2.1	6.3	3.0	9.6	0.0
Cc1ccc(S(=O)(=O)N2CCOCC2)cc1NC(=O)COC(=O)CCc1c[nH]c2ccccc12	-1.6	-5.9	8.8	-2.1	-1.4	-4.9	1.9	-1.5
CC(C)CN(C(=O)COc1ccc(-c2nnco2)cc1)C1CCS(=O)(=O)C1 (stereo not drawn)	-4.2	2.4	37.0	0.5	-9.6	-5.4	4.4	0.0
CC(=O)Nc1c(Cl)c2c(c(Cl)c1Br)-c1ccc(Cl)cc1C2	0.7	-16.2	-6.8	15.7	34.9	1.6	0.3	0.0
CCn1c(C(O)c2ccc3c(c2)OCO3)nc2ccccc21 (stereo not drawn)	-4.7	x	x	29.9	x	0.5	52.4	3.3

Grouped by structure, the compounds so far with fluorine
SMILES	ARNT-TACC3 inh	LGR2 antag	INS-1E GSIS act	PGC1a acetyl inh	PAX8 reporter	PglD inh	Statin myotox sup	Cneo AK release
O=C(Nc1ccc(F)cc1)N[C@H]1CC[C@H](CCNS(=O)(=O)c2ccccc2F)O[C@@H]1CO	4.4	0.2	-3.6	6.3	x	-3.5	0.1	-0.8
O=C(C[C@H]1C[C@@H]2c3cc(NC(=O)C4CCOCC4)ccc3O[C@@H]2[C@@H](CO)O1)NCc1cccc(F)c1	x	6.4	-8.1	9.0	14.7	2.8	0.8	2.1
CCOC(=O)C1CCN(C(=O)CN(c2cccc(C(F)(F)F)c2)S(C)(=O)=O)CC1	0.4	x	x	-10.0	x	1.8	-1.9	0.7

Part of the list above, in CSV form:
Molecule,ARNT-TACC3 inh,LGR2 antag,INS-1E GSIS act,PGC1a acetyl inh,PAX8 reporter,PglD inh,Statin myotox sup,Cneo AK release
O=C1NCCN1CCNS(=O)(=O)c1ccccc1[N+](=O)[O-],0.5,-11.0,10.1,8.3,-1.5,7.6,-26.7,1.0
CCSc1nc2c(c(=O)[nH]c(=O)n2C)n1CC(O)COc1ccccc1C (stereo not drawn),-11.1,x,x,7.7,25.2,-0.6,-16.3,0.7
